High-throughput results: PubChem, several laboratories
Platelet DG rel = modulates dense granule release in human platelets; human platelet-rich plasma, SFLLRN dense granule ATP release, luminescence; inhibition, %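 (compounds screened at 7.5 µM in platelet-rich plasma)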; actives 0.22% (n = 300,000);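 active = mean replicate score, as percent of positive control, at or above 50; inconclusive = mean below 50 but at least one replicate at or above 50; inactive = mean and every replicate below 50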
HIF act = HIF pathway transcriptional activation; U2OS HRE-luciferase reporter, luminescence; normalized: DMSO 0%, desferrioxamine 100%; actives 0.32% (n = 300,000); AID 1910; activation, % at 7.5 µM (by protocol);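 active = mean activation of at least 10% of the iron chelator positive control signal, with at least half of replicates also reaching 10%; inconclusive = mean and replicate majority disagree about reaching 10%; inactive = mean and most replicates under 10%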
HSP90 refold inh = HSP90 refolding inhibition in rabbit reticulocyte lysate; luciferase refolding luminescence, 3 h; actives 0.91% (n = 290,000); inhibition, % at 5.6 µM;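 active = inhibition above the screen-wide mean plus 3 SD, computed separately per campaign, cut at about 16% in these data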;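 note: 0% = DMSO wells and 100% = 60 µM geldanamycin wells; inhibitors lower the luminescence because luciferase stays unfolded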
AI-2 QS mod = modulators of Vibrio harveyi AI-2 quorum sensing system; Vibrio harveyi JMH597 AI-2 luminescence/OD600 ratio, 9 h; stronger effect = lower value; strain lacks LuxN and CqsS sensors; 0 = neutral-control median; activity change, % at 7.5 µM; actives 0.4% (n = 300,000); AID 2094; in the data active = activity change below about -75%, passing the limit was not always enough; inconclusive = no clear call, values can overlap the other calls;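 note: luminescence divided by OD600 gain over 9 h not by final OD600 alone; inactives centre near 13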
HSF1 activator = increases HSF-1 driven luciferase reporter signal; NIH3T3-HGL HSF-1 luciferase reporter, MG132, 8 h; 100% = twice DMSO control signal; activation, % at 9 µM; actives 1.7% (n = 300,000);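 active = mean replicate activation of at least 50% with a set share of replicates each reaching 50%; inconclusive = only one of those two conditions met; inactive = mean below 50% and too few replicates reaching it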;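 note: 0% = median of the neutral control wells and 100% = twice that signal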
aSyn UTR inh = 5' untranslated region of α-synuclein, MLPCN primary screen; actives 0.82% (n = 300,000); alpha-synuclein 5'UTR reporter, inhibitor activity; AID 1813; inhibition, % (tested at 7.5 µM); in the data active = inhibition above about 60%; inconclusive = no clear call, values can overlap the other calls;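 note: H4 neuroglioblastoma cells stably carrying SNCA 5'UTR luciferase fusion; 0% = DMSO wells and 100% = positive control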
IEC-6 tox = IEC-6 cytotoxicity, counter-screen for KLF5 inhibitors; inhibition, % at 5 µM; AID 1825; luminescence viability; actives 0.78% (n = 290,000); in the data active = inhibition above about 22%;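 note: 0% = plate median of test compound wells and 100% = cytotoxic reference compound wells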
KLF5 inhibitor = kruppel-like factor 5 inhibition; AID 1700; actives 0.23% (n = 290,000); DLD-1 KLF5 promoter-luciferase reporter, luminescence; inhibition, % at 5 µM;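 active = inhibition above a per-plate limit of that plate's mean compound inhibition plus 3 SD, cut at about 60% in these data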;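 note: 0% = DMSO wells and 100% = LY294002 at 200 µM; higher means less KLF5 promoter-driven luciferase light; inactives centre near -14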
HDAC3 inh = inhibitors of human histone deacetylase 3; recombinant HDAC3, fluorogenic peptide/trypsin coupled, fluorescence; inhibition, % at 8.3 µM; actives 0.15% (n = 320,000); AID 2718; in the data active = inhibition above about 26%, passing the limit was not always enough; inconclusive = no clear call, values can overlap the other calls
Target sequence (O15379 whole entry, looked up): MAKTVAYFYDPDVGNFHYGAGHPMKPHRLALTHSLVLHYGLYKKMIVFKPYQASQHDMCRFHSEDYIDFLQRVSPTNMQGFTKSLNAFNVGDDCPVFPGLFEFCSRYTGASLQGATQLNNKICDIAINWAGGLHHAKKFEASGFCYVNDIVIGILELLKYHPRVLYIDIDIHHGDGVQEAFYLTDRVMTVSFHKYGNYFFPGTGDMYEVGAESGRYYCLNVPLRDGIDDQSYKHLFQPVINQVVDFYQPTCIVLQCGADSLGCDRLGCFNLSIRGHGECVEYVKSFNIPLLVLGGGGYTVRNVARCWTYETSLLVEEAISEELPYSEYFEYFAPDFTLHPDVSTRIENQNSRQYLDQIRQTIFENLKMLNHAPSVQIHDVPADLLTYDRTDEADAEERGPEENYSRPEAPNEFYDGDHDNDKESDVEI
HSF1 inhib = HSF1 inhibition | NIH3T3-HGL HSE-luciferase, MG132-induced, luminescence 8 h; stronger effect = lower value | activity change, negative = inhibition, % at 7.5 µM (by protocol) | actives 0.77% (n = 300,000);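 active = more than half of replicate wells show activity change below -50%, luminescence cut by over half; inconclusive = some wells, but at most half, below -50%; inactive = no replicate well below -50%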;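 note: luciferase reports HSF-1 transcriptional activity via heat shock element; 0% = median of DMSO wells and -100% = zero luminescence signal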
Starred values were filed as active, the others as inactive; ? = inconclusive; nt = not tested or not shown.

The line under a structure holds: Platelet DG rel, HIF act, HSP90 refold inh, AI-2 QS mod, HSF1 activator, aSyn UTR inh, IEC-6 tox, KLF5 inhibitor, HDAC3 inh, HSF1 inhib
- CN(C)S(=O)(=O)c1ccc(C(=O)N2CCN=C2SCc2ccccc2)cc1
    2.1, 0.0, 1.4, 11.2, -4.8, -18.4, -1.5, -4.4, -0.4, 0.5
- Cc1onc(-c2c(Cl)cccc2Cl)c1NC(=O)NNc1ccccc1
    11.4, 0.0, 2.9, 13.8, 0.8, 2.7, -7.0, -30.5, 8.4, 1.2
- CN(C)c1ccc(/C=N\S(=O)(=O)c2ccccc2)cc1
    -2.5, 0.1, 6.4, 8.5, -7.1, -6.9, -2.3, 7.6, -3.2, -0.7
- O=C(COC(=O)C12CC3CC(CC(Br)(C3)C1)C2)N1CCOCC1
    23.4, 0.1, 0.3, 15.2, -4.6, 11.5, -2.1, -27.0, -0.8, 4.2
- COc1ccccc1CN(C)C(=O)C(c1ccccc1)c1ccccc1
    nt, -0.4, -0.6, 12.2, 1.4, 8.3, 0.8, -1.8, 2.6, 15.0
- CCC(=O)Nc1cc(C(=O)OC(C(=O)c2ccc(C)c(C)c2)c2ccccc2)ccc1C (stereo unspecified)
    2.8, -0.4, -1.8, -4.2, 26.4, 42.9, 3.9, -12.7, 4.8, 5.7
- Cc1c(Cl)cnc(NC(=O)COC(=O)c2ccc([N+](=O)[O-])s2)c1Cl
    4.3, 0.1, -1.8, 29.3, -5.7, -3.1, 0.1, -22.4, 0.8, -0.4
- O=C(NCCS(=O)(=O)NCc1ccc(F)cc1)c1ccccc1
    -3.5, 1.0, nt, 13.0, 2.8, 5.5, nt, nt, 1.2, 0.3
- CC(C)n1c(N2CCN(CC(=O)NCc3cccs3)CC2)nc2ccccc21
    -1.2, -0.2, -0.7, 24.0, 17.8, -4.4, -1.6, 5.0, -1.9, -0.6
- C=CCn1c(SCC(=O)N2CCCC2)nc2cc(C(=O)NCC3CCCO3)ccc2c1=O (stereo unspecified)
    0.3, -0.2, -0.5, 15.7, 18.3, 19.8, -2.2, -43.4, -8.7, -0.4
- O=C1CSC(c2ccc([N+](=O)[O-])cc2)N1CCN1CCCCC1 (stereo unspecified)
    0.1, -0.7, 1.1, 1.2, 1.2, -6.5, 1.6, -0.1, 9.0, -2.6
- c1cc2c(cc1CN1CCOCC1)OCO2
    8.5, -0.1, -0.5, 17.1, -7.3, 11.5, 9.3, 0.1, -7.3, -7.5
- N#CCN1CCN(CC(=O)Nc2ccc(OCc3ccccc3)cc2)CC1
    1.6, 1.7, 1.4, 25.9, 32.0, -62.4, 7.6, -5.9, -2.4, -1.0
- COc1cc(CN2CCSCC2)cc(OC)c1OC
    0.9, -0.3, -0.5, 16.9, 4.9, 11.5, -0.8, 7.9, -3.7, -2.5
- CC(C)(NC(=O)N1CCCC1)c1cccc(C(C)(C)NC(=O)N2CCCC2)c1
    0.2, 0.5, 5.5, 21.2, 19.5, -0.7, 5.0, -3.7, 1.9, 0.0
- OCCC1CN(Cc2ccc(Oc3ncccn3)cc2)CCN1C1CCCC1 (stereo unspecified)
    -2.1, 0.1, -5.4, 1.3, -22.6, 28.2, 4.1, 2.6, -8.1, -5.2
- CC(C)(C)c1cc(CN(CCO)CCO)cc(C(C)(C)C)c1O
    7.9, -0.4, 1.0, 15.3, -5.7, -4.1, 3.3, 1.6, 0.4, -8.6
- CCc1ccc(NC(=O)CCNC(=O)Cn2cnc3ccccc3c2=O)cc1
    -2.3, -0.1, 0.3, 12.3, 8.1, 18.9, -8.5, -26.2, -0.6, -5.4
- Cc1cc(NS(=O)(=O)c2ccc(NC(=O)c3cccc(OC(F)F)c3)cc2)nc(C)n1
    8.2, -0.3, 4.6, 22.4, 7.2, 16.3, -5.2, -2.7, 4.2, 0.6
- O=c1c2c3nc4ccccc4nc3n(/N=C/c3ccco3)c2ncn1CCC1=CCCCC1
    -4.9, 0.0, nt, 16.9, -6.0, 12.7, nt, nt, 0.9, -0.5
- O=C(NCCCN1CCOCC1)c1cc(Cl)ccc1[N+](=O)[O-]
    3.0, -2.3, 3.8, 4.0, 3.5, 12.2, -3.0, -14.1, 3.9, 2.3
- C=CCN1C(=NC(=O)CCC(=O)O)SC2CS(=O)(=O)CC21 (stereo unspecified)
    8.9, 0.3, -3.9, 23.8, -7.8, 3.8, -6.1, -20.8, -6.1, -5.2
- COC(=O)c1ccc(NC(=O)CCc2nnc3ccc(N4CCC5(CC4)OCCO5)nn23)cc1
    -16.0, 0.1, -6.2, 25.8, -3.8, 39.3, -3.8, -22.5, -0.8, 0.1
- Cc1ccccc1NC(=O)c1ccccc1
    -12.7, -26.4, -0.5, 10.0, 22.6, 9.2, -5.1, -13.3, 3.1, 3.7
- CC(C)(C)C(C(Oc1ccc(Cl)cc1)n1cncn1)n1nnnc1C(c1cccc(Cl)c1)N1CCCCC1 (stereo unspecified)
    -8.7, -1.8, 7.7, 155.8, 4.7, 24.4, 1.2, 14.5, 0.8, 3.6
- NC(=O)c1ccc[n+](CC(=O)c2ccc(Cl)c(Cl)c2)c1
    0.1, 2.1, -2.5, 29.4, 3.4, 6.8, -7.5, -41.6, 5.5, -4.1
- CCOC(=O)c1cc(C(C)=O)c(=O)[nH]c1C
    -20.1, -0.1, -3.1, 20.6, -3.5, -2.1, -7.4, -7.1, 2.1, -3.7
- CCOC(=O)N1CCN(C(=O)CSCc2ccccc2C)CC1
    8.0, 0.5, -0.5, 13.9, 2.0, -50.7, -6.4, -24.9, 12.5, 2.4
- COc1cccc(CN=c2c([N+](=O)[O-])nn(-c3ccccc3C)n2O)c1
    1.6, 0.2, -1.8, 17.6, 0.6, 14.6, -9.5, -10.3, 8.3, 0.3
- Cc1ccc(N2C(=O)NC(NS(=O)(=O)c3ccc(C)cc3)(C(F)(F)F)C2=O)cc1 (stereo unspecified)
    -1.9, -0.6, -4.6, 1.6, -2.7, -2.5, -13.4, -32.1, -2.3, 7.5
- CCOc1ccc(-c2cc(C(=O)N3CCN(C)CC3)c3ccccc3n2)cc1
    5.9, 1.6, 4.6, 8.7, 10.6, -135.9, -1.9, -54.4, -3.0, 13.8
- Cc1oc(-c2ccc(Cl)cc2)nc1CN1CCC(C(=O)NCCCN2CCCC2=O)CC1
    1.0, 0.3, 1.4, 20.3, 4.3, 9.3, 0.0, -1.3, -2.8, -0.4
- COc1ccc(CNc2cc(NCCCO)c([N+](=O)[O-])c3nonc23)cc1
    0.0, 0.0, -0.6, 36.0, 21.9, 15.2, 5.4, -13.1, -2.0, 4.4
- CC(=O)c1sc(NC(=O)c2cccs2)nc1C
    14.8, 0.9, -5.2, 10.4, 20.7, -98.5, 3.1, -115.9, 1.5, 5.2
- COCCN(Cc1ccco1)C(=O)Cn1ncc2c(=O)oc3ccccc3c21
    -3.1, -0.2, -7.4, 18.3, 21.1, 5.6, -1.7, -20.8, ?, 8.8
- Cn1cccc1/C=N/NC(=O)C12CC3CC(CC(C3)C1)C2
    -0.8, 0.1, 2.6, 25.9, 26.6, 8.3, -1.8, -19.7, -0.4, 8.5
- CCCCC1(C)OC(=O)C(=Cc2ccc(N(CC)CC)cc2)C(=O)O1 (stereo unspecified)
    5.4, -0.2, 2.0, 32.4, -1.9, -20.1, 8.5, -6.0, 10.3, -3.5
- O=C(NC(=S)Nc1nc2ccc(F)cc2s1)c1ccco1
    3.5, 1.9, 1.6, 14.2, 89.4*, -170.7, -7.4, 2.3, -0.9, 47.7
- CN(C(=O)c1ccccc1C(=O)OCC(=O)c1ccc(Br)cc1)c1ccccc1
    1.1, 0.1, nt, 30.5, -11.1, -8.5, nt, nt, -3.6, 0.1
- CCN1C(=O)[C@H]2[C@@H](c3ccc(SC4CCCCC4)cc3)N3CCCC[C@@]3(C(=O)OC)[C@H]2C1=O
    -5.5, -0.3, nt, 4.4, -9.8, 8.6, nt, nt, 0.2, -2.1
- CCOc1ccccc1NC(=O)C1CCN(S(=O)(=O)c2c(C)noc2C)CC1
    9.2, 1.2, 6.3, 4.6, -28.1, 10.5, 5.9, -15.7, -8.3, -8.9
- COc1ccc(NC(=O)c2cc(C)nn2-c2ccccc2)cc1
    1.2, -11.5, -1.8, 12.9, 16.7, -73.3, 0.9, -32.4, 5.4, 7.8
- COCCNC(=O)c1ccc(N2CC3CC(C2)c2cccc(=O)n2C3)c(NC(=O)c2ccc(F)cc2)c1 (stereo unspecified)
    1.7, -0.1, 3.9, 9.4, -14.9, 4.5, 6.3, -12.6, 2.2, 1.1
- Cc1cc(C)n(-c2cc(N3CCN(C(=O)c4cccc(Br)c4)CC3)ccc2[N+](=O)[O-])n1
    5.8, -1.6, 1.0, 12.9, 6.5, 23.8, 0.0, -5.3, 7.0, 4.9
- CCSc1ccccc1C(=O)Nc1ccc([N+](=O)[O-])cc1OC
    0.8, -0.4, -2.7, 11.2, 1.9, 9.1, 2.7, 1.3, 2.0, -0.2
- O=C(NCCN1CCOCC1)C1CC(=O)N(c2ccc(F)c(Cl)c2)C1 (stereo unspecified)
    3.7, -0.5, 0.7, 10.3, -12.8, 12.4, -3.4, -6.1, -0.1, 0.8
- Cc1cccc(NC(=S)NCCO)c1C
    -14.5, 0.2, -0.3, 11.3, -11.1, 26.2, 0.6, -8.6, -2.5, 4.9
- O=C(NN1C(=O)C2C(C1=O)C1C=CC2C12CC2)c1cccnc1 (stereo unspecified)
    -6.2, -0.4, 0.0, 8.5, -1.2, -2.9, 4.2, 4.8, -4.4, -4.2
- Cc1ccc(C)c(S(=O)(=O)Nc2ccc(C(=O)NCC(c3ccco3)N(C)C)cc2)c1 (stereo unspecified)
    -0.1, -2.2, nt, 27.2, -0.8, 2.2, nt, nt, -4.9, -1.8
- Cc1ccc(F)cc1CNC(=O)C1CCC(=O)N(C2CC2)C1 (stereo unspecified)
    -4.3, -0.3, -2.7, 25.4, -5.9, 10.9, 4.0, -17.4, -6.0, -4.8
- N#Cc1cn(CC(=O)N2CCc3ccccc3C2)c2ccccc12
    24.2, 0.0, 0.2, 25.5, 3.9, 6.7, -2.2, -10.0, -5.1, -0.8
- CCC(O)(CC)C(=O)N/N=C/c1cc(Br)cc(Br)c1O
    -3.0, 1.6, -0.8, 5.2, -8.0, 13.2, 4.9, 34.7, -4.6, -4.2
- COc1ccc(CN2C(=O)C(Cc3ccccc3)Nc3ncnc(N4CCOCC4)c32)cc1 (stereo unspecified)
    0.0, 0.5, nt, 7.0, 7.1, 5.4, nt, nt, 1.6, -0.9
- O=C(COc1ccccc1Cl)N1CCCCCCC1
    15.7, 2.6, 2.7, -3.8, -2.8, -19.9, -2.9, -15.3, -8.6, -10.5
- COc1cc(SC#N)ccc1N=Cc1c(C)[nH]n(-c2ccc(C)cc2C)c1=O
    12.2, -0.4, 8.0, 3.7, -11.4, -13.7, -9.9, -26.6, 4.3, -0.3
- COC(=O)c1ccc(C)c(NC(=O)c2c(-c3ccccc3)noc2C)c1
    3.4, -0.2, 1.6, -4.7, 9.1, -34.4, 3.4, -40.1, 6.1, 6.5
- COC(=O)CCC(=O)N1CCCC(C(=O)c2cc(F)ccc2F)C1 (stereo unspecified)
    -1.4, 0.6, 0.1, 10.3, -1.3, 4.3, 3.6, -15.9, -3.8, -0.5
